MOR-DOR inv ag = inverse agonists of human mu-delta opioid receptor heterodimerization; P35372+P41143; cell-based MOR-DOR heterodimer luminescence, inverse agonism; inhibition, % at 9.3 µM; 0.21% of 340,000 active; in the data active = inhibition above about 22%, passing the limit was not always enough;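 also: 0% = cells with DMSO and 100% = wells without cells with DMSO; values of inactives mirror those of a sister screen read the other way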
Target sequence (P35372 whole entry, looked up): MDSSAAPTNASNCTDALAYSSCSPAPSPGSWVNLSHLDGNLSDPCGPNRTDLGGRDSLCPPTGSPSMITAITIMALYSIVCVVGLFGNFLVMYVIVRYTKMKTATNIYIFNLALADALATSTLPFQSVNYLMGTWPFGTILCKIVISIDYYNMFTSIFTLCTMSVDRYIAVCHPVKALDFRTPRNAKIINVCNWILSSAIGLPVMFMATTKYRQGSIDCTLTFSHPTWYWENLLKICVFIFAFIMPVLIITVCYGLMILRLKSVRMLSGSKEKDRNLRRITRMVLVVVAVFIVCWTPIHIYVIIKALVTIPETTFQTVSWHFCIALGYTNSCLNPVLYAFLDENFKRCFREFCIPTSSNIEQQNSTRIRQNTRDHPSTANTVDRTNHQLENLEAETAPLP
Target sequence (P41143 whole entry, looked up): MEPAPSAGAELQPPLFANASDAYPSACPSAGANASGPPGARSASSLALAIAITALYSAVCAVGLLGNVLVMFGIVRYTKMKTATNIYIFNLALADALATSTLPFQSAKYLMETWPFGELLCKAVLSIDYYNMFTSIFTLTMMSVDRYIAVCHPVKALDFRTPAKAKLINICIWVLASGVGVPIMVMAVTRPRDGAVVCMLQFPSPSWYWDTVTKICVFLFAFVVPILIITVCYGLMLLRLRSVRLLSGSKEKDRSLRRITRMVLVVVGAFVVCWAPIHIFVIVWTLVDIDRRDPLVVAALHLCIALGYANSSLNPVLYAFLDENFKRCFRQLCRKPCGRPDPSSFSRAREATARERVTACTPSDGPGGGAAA
phage Ecoli inh = E. coli growth loss with phage present. AID 651602. growth absorbance. inhibition, % at 11.9 µM. 0.26% of 360,000 active; in the data active = inhibition above about 11%
Arr AP2 block = human beta-arrestin and AP2 interaction inhibition | FITC-arrestin peptide / GST-AP2 beads, flow cytometry; AP2 beta2 appendage carries R879A mutation | inhibition, % at 10 µM | 0.31% of 340,000 active | AID 504490;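 active = inhibition above a set limit, near 3 SD of compounds lacking own fluorescence, cut at about 54% in these data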;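 also: plate controls were DMSO wells for no effect and 5 µM unlabelled arrestin peptide for full effect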
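Test system: GST-tagged AP2 beta2-adaptin appendage (R879A) on 4 µm glutathione beads; also added: fluorescein-tagged arrestin peptide at 50 nM final; timing: 12 min plus 1 h, RT; signal: flow cytometry, FL1 (488/535 nm); read-out: percent drop in bead-associated FITC signal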
Mot1-301 SUMO = inhibitors of SUMOylation pathway: yeast Mot1-301 growth rescue. growth rescue, % at 18.8 µM. S. cerevisiae Mot1-301 growth rescue, ATP luminescence, 38.5C; percent above DMSO median, 100 means doubled. AID 2716. 1% of 320,000 active;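 active = every valid replicate shows activation above 250% relative to neutral control wells; inactive = the rest, any valid replicate at or below 250%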;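 also: OY570 slx delta 5 strain wells were the positive control but not used for scaling; some compounds called inactive have numbers as strong as hits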
DSG3 Ab inh = inhibitors of pemphigus antibody binding to human desmoglein-3; DSG3-coupled beads, scFv-anti-DSG3-GFP binding, flow cytometry; hits give low values; binding (percent of control), % at 10 µM; 0.48% of 310,000 active; AID 588358;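 active = binding more than 3 SD below its plate's average and above zero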;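 also: hits lower antibody fragment binding to DSG3; some compounds called inactive have numbers as strong as hits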
Ecoli viability = bacterial growth inhibition, counter-screen for AddAB inhibitors | 0.27% of 330,000 active | AID 449728 | inhibition, % at 11.9 µM | E. coli V3065 growth, OD600 absorbance, 18 h;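 active = inhibition above the campaign's mean inhibition across all tested compounds plus 3 SD, cut at about 9.9% in these data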;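 also: uninfected addAB+ strain grown without phage in ampicillin broth; 0% = DMSO wells and 100% = ciprofloxacin 0.95 µg/ml wells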
PfHsp90 set2 = reduces growth (ATP signal) of yeast expressing P. falciparum Hsp90; S. cerevisiae expressing PfHsp90, BacTiter-Glo ATP, 48 h; yeast lacking PDR1 and PDR3 efflux regulators; inhibition, % at 9.4 µM; 0.32% of 310,000 active;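 active = every replicate shows inhibition above about 80%, whatever the replicate mean, limit read from the data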;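 also: 0% = DMSO neutral controls and 100% = 20 µM radicicol positive controls; yeast relying on Plasmodium falciparum Hsp90 in place of its own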
OPRM1-OPRD1 ag = agonists of human mu-delta opioid receptor heterodimerization; activation, % at 9.3 µM; cells, OPRM1-OPRD1 heterodimerization, luminescence; AID 504326; 0.3% of 340,000 active; P35372+P41143; in the data active = activation above about 18%;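 also: 0% = vehicle-treated cells and 100% = reference agonist; values of inactives mirror those of a sister screen read the other way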
AddAB inh = less growth of phage-infected E. coli with AddAB. inhibition, % at 11.9 µM. AID 435030. E. coli expressing H. pylori AddAB, absorbance growth. 0.29% of 330,000 active; in the data active = inhibition above about 12%;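 also: 0% = vehicle wells of infected cells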
PKA-R1A activ = activators of PKA-R1A complex. 0.083% of 340,000 active. activation, % at 11.4 µM. AID 504707. PKA-R1A dissociation, Cy5-IP20 fluorescence polarization; scaled: DMSO 0%, 113 µM cGMP 100%. P00514+P68181;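 active = percent activation above the mean of all tested compounds plus 3 SD, cut at about 19% in these data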;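 also: higher means more PKAc released from R1A so a rise in polarization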
Tat transport = blocks Tat-dependent protein export in E. coli | 0.036% of 340,000 active | inhibition, % at 10 µM | E. coli MC4100 TorA-mCherry Tat export, fluorescence;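 active = mean replicate inhibition at least 50% and at least half of replicates individually reaching 50%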;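 also: exported cargo escapes ClpAP degradation while cytoplasmic cargo is degraded and loses fluorescence; 0% = median of neutral control wells and 100% = median of NaSCN control wells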
Active calls of the source: *; nt = no result given.

Second line of a record – Mot1-301 SUMO	Ecoli viability	DSG3 Ab inh	phage Ecoli inh	Arr AP2 block	PfHsp90 set2	PKA-R1A activ	Tat transport	OPRM1-OPRD1 ag	MOR-DOR inv ag	AddAB inh
1. Cc1ccc(S(=O)(=O)N(C)c2ccccc2)cc1
 : -7	2.5	98	3.0	8	-29	2	4	-1.4	9	2.8
2. Clc1ccc(CSc2nnc(-c3ccccn3)n2Cc2ccco2)c(Cl)c1
 : 3	-2.2	94	-0.4	-1	1	-13	14	4.3	-22	-2.4
3. CC(C)CNC(=O)CC(c1ccccc1)c1c(O)ccc2ccccc12 (stereo not drawn)
 : -22	2.0	94	0.7	3	-25	-13	16	-3.0	19	1.0
4. Cc1cccc(C(=O)N2CCN(c3ccc([N+](=O)[O-])c(N4CCOCC4)c3)CC2)c1
 : -7	0.7	87	4.0	0	0	3	-1	1.1	-6	1.6
5. COc1ccc(NC(=O)Nc2cc(C)ccc2OC)cc1
 : -9	3.1	101	1.2	4	-1	1	-2	-0.2	1	1.8
6. O=C(COC(=O)c1cc[n+]([O-])cc1)Nc1ccccc1Cl
 : 115	-0.8	99	3.0	2	-4	-7	-5	-0.8	5	1.6
7. Cc1ccc(-n2c(SCC(=O)O)nc3c(sc(=S)n3-c3ccc(C)c(C)c3)c2=O)cc1
 : -13	-0.5	99	1.9	0	-25	0	6	0.8	-3	-0.7
8. CC(=O)c1cccc(Nc2cc(C)nc3ccccc23)c1
 : -13	0.5	105	5.2	-2	13	4	1	2.2	-11	0.4
9. N#Cc1ccccc1S(=O)(=O)N1CCN(C(=O)c2cc(=O)[nH]c3ccccc23)CC1
 : 0	-0.3	nt	4.2	-1	-17	13	-6	-3.0	12	2.6
10. CN1C(=O)/C(=C\c2ccncc2)SC1=Nc1ccccc1
 : 9	-0.3	97	0.1	10	-40	-7	2	-1.9	13	2.0
11. Cn1c(=O)cc(OCC(=O)N2CCN(c3ccccc3F)CC2)c2ccccc21
 : 58	1.2	105	3.3	11	-22	-12	3	-0.4	3	-0.1
12. O=C(OCC(=O)N1CCc2ccccc21)c1n[nH]c(=O)c2ccccc12
 : 1	-2.5	99	-0.3	11	nt	-1	-4	-3.5	14	3.6
13. Cc1ccc(C(=O)NC(=S)Nc2ccc(NC(=O)c3cccs3)cc2)cc1[N+](=O)[O-]
 : 8	-1.6	nt	1.6	7	-18	15	-2	-1.9	9	3.7
14. COCCNc1nnc(SC(C)C(=O)Nc2c(C)n(C)n(-c3ccccc3)c2=O)s1 (stereo not drawn)
 : 1	2.1	nt	0.6	-1	9	-5	-2	-3.0	16	5.6
15. Cc1ccc(NC(=O)CSCCc2ccccn2)nc1
 : 7	-0.2	103	0.8	22	2	-1	4	-1.4	9	0.7
16. Cc1ccccc1NC(=O)CN1C(=O)COc2ccc(S(=O)(=O)N3CCCC3)cc21
 : 65	-2.9	111	-0.5	9	11	-8	11	-2.1	11	4.2
17. N#CC1=C2SCN(c3ccccc3)CN2C(=O)CC1c1ccccc1Cl (stereo not drawn)
 : 7	-1.5	92	0.4	8	2	0	-2	1.2	-7	0.7
18. COc1ccc(Cl)cc1NC(=O)CNCC(c1ccccc1)N(C)C (stereo not drawn)
 : -3	-1.4	116	-1.7	38	nt	-7	-6	12	-56	-1.9
19. Cn1cccc1C(=O)OCC(=O)NCCCc1ccccc1
 : 32	-1.9	95	-1.6	-1	-1	-9	-5	-3.3	13	-0.5
20. CC(C)OC(=O)c1cc2ccccc2[nH]1
 : -13	2.2	104	4.2	2	nt	-2	-1	-1.1	5	0.9
21. Cc1ccc(S(=O)(=O)Nc2cccc(C(=O)NCC(c3ccc(F)cc3)N3CCOCC3)c2)cc1 (stereo not drawn)
 : -14	0.7	nt	1.8	-13	32	-6	2	-3.8	15	-0.7
22. Cc1ccc(NS(=O)(=O)c2ccc3c(c2)oc(=O)n3C)cc1C
 : 112	0.5	93	0.9	10	-9	-10	4	-1.8	9	1.8
23. COC(=O)c1ccc(NC(=O)CCc2c(C)nc3ncnn3c2C)cc1
 : 3	1.0	103	2.0	0	-4	3	5	0.6	-3	-0.8
24. Cc1nnc(NC(=O)CSc2nnc(Cc3cccn3C)n2-c2cccc(C(F)(F)F)c2)s1
 : -5	-2.7	106	3.1	4	5	-14	6	0.4	-3	3.5
25. Cc1cnn(CCC(=O)NNC(=S)Nc2cccc(Cl)c2)c1
 : 25	-2.9	112	1.3	6	20	10	-4	-1.5	8	-0.7
26. Cc1ccc(S(=O)(=O)NCCC(=O)N(C)Cc2cccs2)cc1
 : 7	0.2	101	0.9	-13	-5	0	10	-1.8	7	1.2
27. CCc1cc(C(c2cccc(OC)c2)N2CCOCC2)c(NC(=O)c2ccccc2)s1 (stereo not drawn)
 : -25	2.9	99	-1.3	-3	2	3	1	-1.2	7	2.1
28. O=C(Nc1ccccc1)Nc1cnccn1
 : 7	2.1	97	1.5	40	18	-3	-1	-1.7	12	-0.2
29. N#CCCN1CCn2c1nc1ccccc12
 : -19	0.6	101	2.4	-6	28	-9	-2	nt	nt	0.1
30. COc1cc(NS(=O)(=O)c2ccc(NC(C)=O)cc2)nc(OC)n1
 : 12	1.0	98	2.1	6	nt	7	4	-2.7	14	0.0
31. C=C(C)CC1Nc2ccccc2NC1CC(=C)C (stereo not drawn)
 : -27	-1.6	84	1.8	12	9	-11	2	-2.0	11	-0.6
32. Cc1cccc(Nc2ccc(C(=O)N3CCOCC3)cn2)c1
 : -3	1.3	105	3.3	-15	-16	8	-4	-0.2	1	5.3
33. O=C(CSc1ccc2nnc(-c3cccnc3)n2n1)NCc1ccc2c(c1)OCO2
 : -3	-2.4	94	1.0	4	-15	-16	4	-2.8	15	-1.6
34. COc1c(-c2ccc([N+](=O)[O-])cc2[N+](=O)[O-])c(=O)n(C)c(=O)n1C
 : -12	-0.6	108	3.2	29	-2	-3	-1	-2.5	12	-0.9
35. CCCNC(=O)c1ccc2c(=O)c(O)c(-c3ccsc3)[nH]c2c1
 : -2	18*	102	nt	1	4	-7	-11	0.7	-4	18*
36. O=[N+]([O-])c1cc(S(=O)(=O)C(F)(F)F)ccc1Sc1nc2ccccc2s1
 : nt	1.9	105	1.6	1	109*	17	3	5.3	-30	0.5
37. COc1cc(CN2CCN(C(O)(c3ccccc3)c3ccccc3)CC2)cc(OC)c1OC
 : -14	nt	115	-0.9	25	-11	0	-14	0.1	-1	nt
38. CCOc1ccc(S(=O)(=O)N2CCOCC2)cc1NC(=O)CCOc1ccc(C(C)(C)C)cc1
 : nt	nt	97	3.0	5	nt	-3	-1	0.3	-2	nt
39. Cc1cccc(C(=O)OCC(=O)NC2CC2)c1O
 : 3	2.7	93	3.5	14	3	7	8	-0.6	3	1.1
40. C=CCn1c(CCC(O)COCCC)n[nH]c1=S (stereo not drawn)
 : 0	1.1	nt	1.8	42	1	4	-6	-0.2	1	0.5
41. O=C(N/N=C/C=C/c1ccco1)C(O)c1ccccc1 (stereo not drawn)
 : -28	-2.3	113	-0.2	5	-11	-3	-2	1.5	-9	5.2
42. Cc1noc(/C=C/N(C)C)c1S(=O)(=O)N1CCC(C(=O)O)CC1
 : 4	-2.5	96	1.6	6	-4	3	-22	-0.6	3	-2.0
43. CCCN(C(=O)c1cccc(S(=O)(=O)N2CCN(Cc3ccccc3)CC2)c1)C1CCS(=O)(=O)C1 (stereo not drawn)
 : 37	2.5	96	-1.1	12	-6	1	-8	-0.1	1	4.5
44. COc1ccccc1NC(=O)COC(=O)/C=C/c1cccs1
 : -8	3.5	nt	3.4	19	-16	-6	-2	0.1	0	2.0
45. COc1cc2c(cc1OC)[C@@H](Cc1ccc(OCCC#N)cc1)N(C)CC2
 : 174	1.3	85	2.1	-2	-22	-1	0	-1.0	5	1.8
46. CCC(C)NC(=O)CSc1nc2c(sc3ccccc32)c(=O)n1CCCN1CCOCC1 (stereo not drawn)
 : 4	-1.4	110	0.9	8	14	-4	3	-2.1	9	-2.4
47. CC(=O)N(/N=C/c1cccc(C)c1)c1nc(-c2ccc(Br)cc2)cs1
 : -3	-0.3	106	1.4	25	-8	5	-3	-0.4	2	-0.5
48. COc1ccc2c(C(=O)CN3CCN(c4ccccc4)CC3)c[nH]c2c1
 : -2	0.2	117	3.4	6	-6	5	1	-1.1	6	0.6
49. S=c1[nH]nc(C2CCCCC2)n1/N=C/c1ccncc1
 : 12	-1.3	94	0.9	-1	18	-3	-1	1.6	-11	-1.4
50. O=C(NNC(=S)NC(=O)c1ccccc1[N+](=O)[O-])c1ccccc1Cl
 : -22	-4.0	100	1.7	23	5	3	-3	-4.2	22	3.4
51. Cc1ccc(SC(C)C(=O)Nc2ccncc2)cc1 (stereo not drawn)
 : nt	1.7	90	2.4	-2	-5	4	6	-0.4	2	1.2
52. COc1cccc(OCC(=O)NNC(=O)c2ccc(-c3ccccc3)cc2)c1
 : 14	-0.8	102	1.7	-4	nt	11	-8	1.2	-7	0.3
53. COc1ccc(-c2nnc(-c3ccccc3O)o2)cc1
 : 16	-1.2	99	0.9	-1	-11	-10	6	-0.9	5	-4.2

From PubChem BioAssay
